Assay outcomes: PubChem, National Center for Advancing Translational Sciences (NCATS)
VP16 counter = VP16 counterscreen qHTS for inhibitors of ROR gamma transcriptional activity. Potency, µM (highest dose often 53.6 µM), without a hit: at the top dose activity, negative = inhibition, most hits filed as inhibitors. 310,000 tested, 3.5% active. Drosophila S2 Gal4-VP16 UAS-luciferase, luminescence, 20 h;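 also: Gal4-VP16 expression switched on by copper sulfate through the metallothionein promoter; potency is read from the fitted curve at half-maximal effect; % is scaled to controls: 0 for no effect and ±100 for the full control effect; nearly all actives have a fitted effect of over 50% in size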
ELG1 repair inh = qHTS screen for small molecules that inhibit ELG1-dependent DNA repair in human embryonic kidney (HEK293T) cells expressing luciferase-tagged ELG1 | 330,000 tested, 2.3% active | Potency, µM (doses to about 46.1 µM), without a hit: top-dose activity change, negative = inhibition, hits mostly inhibitors | HEK293T ELG1-luciferase reporter, luminescence, 16 h; DNA damage induced by 5-fluorouridine; also: potency is read from the fitted curve at half-maximal effect; % is scaled to controls: 0 for no effect and ±100 for the full control effect; nearly all actives have a fitted effect of over 55% in size
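Quantitative HTS, concentration-response format. 2,000 cells/well co-treated with 5-fluorouridine and compound, 16 hr in 5% CO2 at 37 °C; ONE-Glo luminescence read after 30 min.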
PKM2 act = qHTS Assay for Activators of Human Muscle isoform 2 Pyruvate Kinase; purified PKM2, Kinase-Glo ATP luminescence, activation; response scale: 0% is enzyme alone, no compound; Potency, µM (top dose mostly 57.5 µM), for inactives: top-dose activation, hits mostly activators; 260,000 tested, 0.34% active; AID 1631, 2009; also: potency is read from the fitted curve at half-maximal effect; % is scaled to controls: 0 for no effect and ±100 for the full control effect; nearly all actives have a fitted effect of over 55% in size
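Purified hPK-M2 (>95% pure) converted ADP (0.1 mM final) to ATP with 0.5 mM PEP in 50 mM imidazole pH7.2, KCl, MgCl2, Tween 20, BSA; 1 h at room temperature. ATP detected by Kinase-Glo luminescence.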
Menin MLL FP TR = qHTS Assay for Inhibitors Targeting the Menin-MLL Interaction in MLL Related Leukemias: Competition With Texas Red Labeled MLL-derived Mutant Peptide | O00255 | Menin + Texas Red MLL mutant peptide, fluorescence polarization | Potency, µM (highest dose often 61.6 µM), without a hit: top-dose FP activity change, negative = inhibition, hits mostly inhibitors | 270,000 tested, 0.23% active | AID 1768, 2009; active = well fitted inhibition curve with a large enough effect in the polarisation, with a control signal flat, not every such curve was filed as active; inconclusive = small, poorly fitted or top-dose-only effect, or effect the other way, or a change in a side signal; inactive = no such curve, though single readings can be large or run the other way; the % refers to the polarisation; also: potency is read from the fitted curve at half-maximal effect; % of control where 0% means no effect; many of its hits are not listed in these tables
RORg inh = qHTS for inhibitors of ROR gamma transcriptional activity | Drosophila S2 Gal4-RORgamma UAS-luciferase reporter, 20 h | 310,000 tested, 5.4% active | Potency, µM (titrated, usually from 53.6 µM), for the others: at the highest dose activity change, negative = inhibition, actives largely listed as inhibitors | Nuclear receptor ROR-gamma (Mus musculus), P51450; also: potency is read from the fitted curve at half-maximal effect; % is scaled to controls: 0 for no effect and ±100 for the full control effect; nearly all actives have a fitted effect of over 60% in size
Target sequence (P51450 whole entry, looked up, the tested form may be a part): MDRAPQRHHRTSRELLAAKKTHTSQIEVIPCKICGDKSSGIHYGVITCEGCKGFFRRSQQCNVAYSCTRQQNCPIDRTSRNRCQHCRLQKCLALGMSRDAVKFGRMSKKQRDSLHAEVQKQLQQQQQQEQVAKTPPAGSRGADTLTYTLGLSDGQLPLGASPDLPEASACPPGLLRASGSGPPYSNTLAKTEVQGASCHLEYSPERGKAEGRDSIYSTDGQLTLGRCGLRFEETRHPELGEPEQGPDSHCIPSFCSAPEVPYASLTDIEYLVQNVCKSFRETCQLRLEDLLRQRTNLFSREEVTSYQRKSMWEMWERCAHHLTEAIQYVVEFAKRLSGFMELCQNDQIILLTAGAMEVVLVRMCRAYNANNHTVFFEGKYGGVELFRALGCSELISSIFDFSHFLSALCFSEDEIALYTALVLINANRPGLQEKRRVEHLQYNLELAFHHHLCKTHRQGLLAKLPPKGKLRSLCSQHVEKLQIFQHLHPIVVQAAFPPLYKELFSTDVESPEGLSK
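Schneider cells (Drosophila), stable Gal4 DBD–ROR gamma + UAS-luc; 1 hr cmpd preincubation; Cu2+ induction 700 uM final; 20 hr ambient; luminescence.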
MBNL1 CUG block = qHTS Assay for Inhibitors of MBNL1-poly(CUG) RNA binding; Muscleblind-like protein 1 (Homo sapiens), Q9NR56; TR-FRET MBNL1-His/biotin-(CUG)12 binding, 665/545 ratio; Potency, µM (doses to about 57.5 µM), without a hit: at the highest dose activity change, negative = inhibition, hits mostly inhibitors; 280,000 tested, 0.036% active; active = well fitted inhibition curve with a large enough effect in the signal ratio, with a control signal flat, not every such curve was filed as active; inconclusive = small, poorly fitted or top-dose-only effect, or effect the other way, or a change in a side signal; inactive = no such curve, though single readings can be large or run the other way; the % refers to the signal ratio; also: potency is read from the fitted curve at half-maximal effect; % is scaled to controls: 0 for no effect and ±100 for the full control effect
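Inhibition of protein-RNA binding appears as loss of TR-FRET between terbium anti-His antibody on MBNL1-His and streptavidin-XL665 on biotin-(CUG)12. Activity is normalized to buffer-only and uninhibited-complex controls.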
KCNH2 3.1 inh = qHTS for Inhibitors of KCHN2 3.1: Mutant qHTS; U2OS KCNH2 3.1, thallium flux FluxOr; active compounds read low; activity change, % (tested at about 1.8 µM); Potassium voltage-gated channel subfamily H member 2, brain isoform KCNH2 3.1 (human); 340,000 tested, 0.95% active;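 active = maximum activity change below -70%; inconclusive = maximum activity change from -70% to -50%; inactive = maximum activity change above -50%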;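 also: thallium influx rate constant from kinetic fluorescence after stimulation buffer; % is scaled to controls: 0 for no effect and ±100 for the full control effect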
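Thallium flux read-out: FluxOr dye with Red40 quencher in HBSS/HEPES, 45 min at RT. Rate constants from kinetic reads were normalized to positive and negative DMSO controls. Cells: U2OS virally expressing the 3.1 isoform.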
Rab9 promoter act = qHTS Assay for Rab9 Promoter Activators; Huh7 Rab9 promoter-luciferase reporter, luminescence, 24 h; Potency, µM (series often up to 9.22 µM), for inactives: at the highest dose activation, negative = inhibition, actives largely listed as activators; 320,000 tested, 2.8% active; AID 485297, 2010; also: potency is read from the fitted curve at half-maximal effect; % of control where 0% means no effect; nearly all actives have a fitted effect of over 60% in size
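Luminescence read-out: Huh7 cells stably expressing Rab9-luciferase, treated 24 h with compound at 37 °C, then lysed with luciferase reagent for 10 min at ambient before reading.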
Mito fusion act = qHTS Assay for Small Molecule Inhibitors of Mitochondrial Division or Activators of Mitochondrial Fusion; AID 485298, 2010; S. cerevisiae fusion-defective mutant growth rescue, CellTiterGlo 48 h; Potency, µM (highest dose often 46.1 µM), inactives show at the top dose growth rescue (activation), most hits filed as activators; 320,000 tested, 0.23% active;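 also: potency is read from the fitted curve at half-maximal effect; % of control where 0% means no effect; nearly all actives have a fitted effect of over 45% in size; temperature-sensitive fusion mutants such as fzo1-1 at 37 °C on non-fermentable ethanol glycerol medium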
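Temperature-sensitive fusion-defective S. cerevisiae (e.g. fzo1-1, mgm1-5) were grown with compound in YPEG medium (3% ethanol, 3% glycerol) for 48 hours at 37C. Growth rescue was measured as viability by CellTiterGlo luminescence after 10 minutes at ambient.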
NPC1 promoter act = qHTS Assay for NPC1 Promoter Activators | Huh7 NPC1 promoter luciferase reporter, 24 h | 320,000 tested, 2.4% active | Potency, µM (highest dose often 9.22 µM), without a hit: at the top dose activation, hits mostly activators;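 also: potency is read from the fitted curve at half-maximal effect; % of control where 0% means no effect; nearly all actives have a fitted effect of over 60% in size; reporter is driven by a mutant NPC1 promoter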
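Stably transfected Huh7 (NPC1 promoter→luciferase), 1500 cells/well in Opti-MEM + 10% FBS, 2 h settle, then compound 24 h at 37 °C. Luminescence after 10 min with Amplite reagent.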
FLuc counter = qHTS profiling assay for firefly luciferase inhibitor/activator using purifed enzyme and Km concentrations of substrates (counterscreen for miR-21 project) | Potency, µM (doses to about 57.5 µM), without a hit: at the highest dose activity change, negative = inhibition, hits mostly inhibitors | 360,000 tested, 6.9% active | AID 588342, 2011 | purified FLuc, Km substrates, luminescence inhibition;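 also: potency is read from the fitted curve at half-maximal effect; plate controls were vehicle for no effect and reference inhibitor for full effect; nearly all actives have a fitted effect of over 55% in size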
Target sequence (P08659 whole entry, looked up): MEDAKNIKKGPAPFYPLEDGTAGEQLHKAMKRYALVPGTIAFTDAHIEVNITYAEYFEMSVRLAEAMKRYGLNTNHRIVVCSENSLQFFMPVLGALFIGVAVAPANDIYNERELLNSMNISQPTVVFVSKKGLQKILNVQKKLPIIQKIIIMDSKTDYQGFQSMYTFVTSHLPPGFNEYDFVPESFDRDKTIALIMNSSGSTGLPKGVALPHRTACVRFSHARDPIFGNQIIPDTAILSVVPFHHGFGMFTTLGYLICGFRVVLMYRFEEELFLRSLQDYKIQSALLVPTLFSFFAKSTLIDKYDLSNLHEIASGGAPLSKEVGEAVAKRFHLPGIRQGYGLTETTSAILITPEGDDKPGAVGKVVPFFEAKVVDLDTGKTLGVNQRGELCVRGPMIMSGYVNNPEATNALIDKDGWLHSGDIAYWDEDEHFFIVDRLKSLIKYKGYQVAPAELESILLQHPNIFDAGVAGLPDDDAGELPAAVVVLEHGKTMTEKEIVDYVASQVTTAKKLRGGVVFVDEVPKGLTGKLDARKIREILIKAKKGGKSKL
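Purified P. pyralis luciferase, 10 nM final, with Km-level 10 uM D-luciferin and 10 uM ATP in 50 mM Tris acetate pH 7.5, 10 mM Mg acetate, 0.01% Tween-20, 0.05% BSA; 6-point qHTS titration about 60 µM downward; luminescence read.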
Active calls of the source: *; ? = inconclusive; · = not tested or not shown; [ ] = remark or other dose. Unless noted, calls follow the shape of the dose curve; as a rule, active = well fitted curve in the direction sought with a large enough effect; inconclusive = small, poorly fitted or top-dose-only effect, or another doubt; inactive = no such curve, though single readings can be large; an effect the other way counts as inactive or inconclusive. This is a subset; count on the stated rates, not on these rows.

SMILES	VP16 counter	ELG1 repair inh	PKM2 act	Menin MLL FP TR	RORg inh	MBNL1 CUG block	KCNH2 3.1 inh	Rab9 promoter act	Mito fusion act	NPC1 promoter act	FLuc counter
Cc1ccnc(NC(=O)CNC(=O)c2ccccc2Br)c1	5%	?	0%	·	3%	-2%	-1	1%	-1%	2%	?
COc1cc(-c2nnc(SCC#CCO)o2)cc(OC)c1OC	-4%	1%	-25%	0%	-16%	-4%	10	-1%	3%	2%	-2%
Cc1ccc(C(=O)NC2CCCCNC2=O)cc1C (stereo unspecified)	-5%	?	-7%	·	3%	-2%	-19	?	1%	?	?
Cc1cc(=O)n2c(c1C#N)SC1CCCCC12O (stereo unspecified)	-7%	0%	-7%	11%	4%	-9%	21	-3%	3%	-2%	1%
C1CCC(C23CC4CC(CC(C4)C2)C3)NC1 (stereo unspecified)	4%	1%	-1%	-1%	-44%	-17%	12	-1%	-4%	-5%	2%
COc1ccc(C(=O)NCCCNC(=O)c2cnccn2)cc1Br	2%	14%	·	16%	-5%	0%	1	1%	-1%	2%	1%
Cn1c(=O)c2c(SCC(=O)N3CCOCC3)nc(CC(C)(C)C)nc2n(C)c1=O	5%	0%	0%	1%	22%	-5%	·	1%	-1%	1%	1%
Cc1ccc(C(C(=O)NC2CCCCC2)N(C(=O)c2csnn2)C2CC2)o1 (stereo unspecified)	?	-1%	0%	4%	-1%	-2%	6	-2%	-5%	1%	6%
Cc1cc(C)cc(C(=O)NCCCN2CCOCC2)c1	-5%	?	0%	-18%	-15%	-1%	-6	4%	0%	-1%	0%
Cc1ccc(C)c(Nc2nc3c(S(=O)(=O)c4ccccc4)nnn3c3ccccc23)c1	0%	8%	-8%	4%	-2%	·	-72*	-3%	-2%	-1%	4%
CN(C)NC(=S)NC1CCS(=O)(=O)C1 (stereo unspecified)	-14%	1%	-2%	·	-26%	3%	1	1%	-4%	-3%	-2%
N#C/C(=C/N1CCOCC1)c1ccccc1	10%	7%	11%	·	-1%	-5%	-9	13%	1%	10%	-3%
COCCn1nnnc1C(c1ccc2ncccc2c1)N1CCN(c2ccccc2F)CC1 (stereo unspecified)	0%	2%	0%	-13%	9%	-9%	13	-8%	2%	-4%	-1%
Cc1cccc(NC(=O)c2cc3ccccc3oc2=O)c1	?	?	-4%	-16%	2.8µM*	1%	-15	1.4µM*	0%	1.1µM*	0.6µM*
CCOC(=O)c1c(C)cccc1OCC(N)=O	14%	-1%	-6%	14%	-1%	-9%	-4	-6%	-3%	-3%	1%
Cc1cc(C)n(CCC(=O)N/N=C/c2cccc([N+](=O)[O-])c2)n1	5%	-7%	3%	·	3%	?	-1	1%	5%	-6%	-2%
COc1ccccc1-c1cc(C(=O)NCCCN2CCOCC2)no1	-2%	?	-4%	-11%	12%	-6%	0	7%	2%	0%	?
O=C(C1CCCO1)N1CCN(C(=S)NC2CC2)CC1 (stereo unspecified)	-10%	3%	10%	4%	-19%	2%	7	-3%	-4%	-1%	0%
COc1ccc(-c2noc(Cc3ccccc3OC)n2)cc1	6%	?	11%	3%	24%	-3%	18	22%	7%	24%	?
CN(C)CCNC(=O)c1scc2c1CCCC2	-3%	27%	-6%	·	-23%	1%	1	-4%	4%	-6%	-2%
CCCCn1nc(NS(=O)(=O)c2cccc3nonc23)c2cc3cccc(C)c3nc21	6%	-5%	·	·	?	14%	-8	-1%	11µM*	-4%	?
O=C(NC(=S)NNC(=O)c1ccccc1F)c1cccnc1	?	-7%	0%	·	11µM*	4%	-8	1%	-2%	-5%	-16%
N/C(=N\OC(=O)c1ccco1)c1cccnc1	3%	?	-3%	?	5%	2%	8	-2%	-3%	7%	?
CCC1CCCCN1CCCNC(=O)c1ccc2c(=O)n(Cc3ccc(OC)cc3)c(=O)[nH]c2c1 (stereo unspecified)	3%	0%	2%	5%	-20%	14%	9	-1%	-1%	-1%	1%
Cc1ccc(NC2CCCN(C(=O)CCC(=O)c3ccccc3)C2)cc1C (stereo unspecified)	-2%	6%	3%	-23%	22%	5%	6	-1%	3%	0%	-8%

(listing goes on)
SMILES	VP16 counter	ELG1 repair inh	PKM2 act	Menin MLL FP TR	RORg inh	MBNL1 CUG block	KCNH2 3.1 inh	Rab9 promoter act	Mito fusion act	NPC1 promoter act	FLuc counter
COc1ccc(/C=N/NC(=O)C2c3ccccc3-c3ccccc32)cc1	-9%	?	3%	-15%	-2%	1%	3	1%	9%	-1%	0%
O=C(CCN1CCc2ccccc2C1)Nc1ccc(F)c(F)c1	-5%	-20%	-12%	·	-9%	-10%	-9	-1%	-5%	-1%	-3%
O=C(COC(=O)c1ccccn1)NCc1ccccc1Cl	-3%	-1%	0%	5%	15%	-11%	5	-4%	2%	-5%	-1%
CCCS(=O)(=O)c1c(S(=O)(=O)CCC)c2c(N)cccn2c1C(=O)c1ccc(F)cc1	14%	-16%	4%	?	9%	?	8	1%	4%	-1%	2%
Cc1noc(C)c1S(=O)(=O)N1CCC(C(=O)N2CCN(C(=O)c3ccco3)CC2)CC1	2%	-5%	11%	2%	4%	-8%	4	-2%	-2%	-1%	3%
CCN(CC)S(=O)(=O)c1ccc(N2CCN(S(=O)(=O)c3ccc4c(c3)OCCO4)CC2)nc1	-16%	9.2µM*	0%	5%	25%	1%	1	-3%	4%	-3%	2%
CC(=O)Nc1ccc(NC(C)=O)c(NC2OCC(O)C(O)C2O)c1 (stereo unspecified)	-9%	-10%	-3%	·	16%	·	-1	0%	1%	-1%	-2%
COc1ccccc1CNC(=O)C1CCCN(S(C)(=O)=O)C1 (stereo unspecified)	-3%	·	-1%	8%	8%	12%	-6	·	2%	·	4%
CC(C)c1ccc(CSc2ccc(S(=O)(=O)N3CCOCC3)cn2)cc1	·	11%	·	·	·	·	-20	3%	-3%	-6%	4%
CCOC(=O)C1=C(COC(=O)C(C)(C)Oc2ccc(Cl)cc2)NC(=O)NC1C (stereo unspecified)	·	13%	·	·	·	·	-41	-1%	4%	0%	3%
COc1ccc(-c2cn3c(C)c(C(=O)N4CCc5ccccc5C4)sc3n2)cc1	-2%	?	18%	-7%	-11%	2%	-44	0%	19%	-4%	?
Cc1c(NC(=S)NC(=O)CCc2ccccc2)c(=O)n(-c2ccccc2)n1C	-3%	2%	3%	2%	12%	1%	-18	-7%	-6%	-3%	3%
Cc1cc(C)c(NC(=O)c2cccc3c2C(=O)N(C2CCCCC2)C3)c(C)c1	6%	-19%	·	·	-20%	-1%	-41	-1%	-18%	-11%	2%
O=C(CSc1nnc(-c2ccncc2)o1)NCc1ccccc1Cl	-4%	-9%	0%	11%	-6%	-17%	6	-3%	1%	-2%	-13%
Nc1c(Br)cc(Br)c(N2CCCC2=O)c1Br	-3%	0%	-2%	?	1%	-14%	-16	28%	-6%	-5%	-3%
CC(=O)Nc1ccc(S(=O)(=O)N2C3CCCC2CC(NC(=O)C2CCCCC2)C3)cc1 (stereo unspecified)	-1%	-12%	4%	3%	-17%[10 µM]	-9%	-6	-8%	2%	2%	6%
COc1cc(C)nc(-c2csc(C)n2)n1	-7%	12%	5%	·	24%	·	21	1%	3%	6%	-1%
Nc1ccccc1OCP(=O)(c1ccccc1)c1ccccc1	6%	-1%	1%	-8%	-17%	1%	6	0%	-1%	-3%	-1%
